From PubChem
DAGLB inh: blocks human DAGLB lipase activity. HEK293T DAGLB membrane lysate, EnzChek fluorogenic substrate. inhibition, % at 5.17 µM. 340,000 tested, 0.059% active. AID 504411; in the data active = inhibition above about 34%;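 note: 0% = enzyme with vehicle and 100% = wells lacking enzyme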
CDK5 inh: CDK5/p35 (human) kinase inhibition | Q00535+Q15078 | Recombinant CDK5/p35, ADP-Glo luminescence, 60 min | inhibition, % at 10 µM | 330,000 tested, 0.01% active;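 active = highest replicate inhibition of at least 50% and at least 75% of replicates reaching 50%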;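 note: plate controls were DMSO neutral control for no effect and GW8510 at 10 µM for full effect; many of its hits are not listed in these tables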
Ecoli viability: bacterial growth inhibition, counter-screen for AddAB inhibitors; E. coli V3065 growth, OD600 absorbance, 18 h; 330,000 tested, 0.27% active; inhibition, % at 11.9 µM;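 active = inhibition above the campaign's mean inhibition across all tested compounds plus 3 SD, cut at about 9.9% in these data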;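 note: uninfected addAB+ strain grown without phage in ampicillin broth; 0% = DMSO wells and 100% = ciprofloxacin 0.95 µg/ml wells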
AddAB inh: less growth of phage-infected E. coli with AddAB; 330,000 tested, 0.29% active; inhibition, % at 11.9 µM; E. coli expressing H. pylori AddAB, absorbance growth; in the data active = inhibition above about 12%;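 note: 0% = vehicle wells of infected cells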
phage Ecoli inh: E. coli growth loss with phage present; growth absorbance; inhibition, % at 11.9 µM; 360,000 tested, 0.26% active; AID 651602; in the data active = inhibition above about 11%
HTR5A ag: counter-screen for OPRM1-OPRD1 agonists: human HTR5A agonism; 340,000 tested, 0.61% active; HTR5A agonist assay, luminescence, cell-based; P47898; activation, % at 9.3 µM; in the data active = activation mostly above about 9.5%, no sharp cut-off; inactive = mostly below about 7.6%;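 note: 0% = cells with vehicle only and 100% = reference agonist; strong numbers were not always called active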
Target sequence (P47898 whole entry, looked up): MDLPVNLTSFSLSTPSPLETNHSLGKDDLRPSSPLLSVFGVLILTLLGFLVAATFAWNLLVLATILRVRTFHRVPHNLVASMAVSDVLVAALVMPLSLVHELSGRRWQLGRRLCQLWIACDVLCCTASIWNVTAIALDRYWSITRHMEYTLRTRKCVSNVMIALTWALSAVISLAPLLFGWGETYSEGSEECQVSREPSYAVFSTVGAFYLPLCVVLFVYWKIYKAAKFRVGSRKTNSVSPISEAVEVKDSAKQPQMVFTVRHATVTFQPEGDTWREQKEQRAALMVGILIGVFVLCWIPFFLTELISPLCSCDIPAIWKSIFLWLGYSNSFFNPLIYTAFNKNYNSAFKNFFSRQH
Tat transport: E. coli Tat transport inhibition. E. coli MC4100 TorA-mCherry Tat export, fluorescence. inhibition, % at 10 µM. 340,000 tested, 0.036% active. AID 488895;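 active = mean replicate inhibition at least 50% and at least half of replicates individually reaching 50%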;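 note: exported cargo escapes ClpAP degradation while cytoplasmic cargo is degraded and loses fluorescence; 0% = median of neutral control wells and 100% = median of NaSCN control wells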
Mot1-301 SUMO: blocks SUMOylation pathway, rescuing yeast Mot1-301 growth. S. cerevisiae Mot1-301 growth rescue, ATP luminescence, 38.5C; percent above DMSO median, 100 means doubled. growth rescue, % at 18.8 µM. 320,000 tested, 1% active. AID 2716;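 active = every valid replicate shows activation above 250% relative to neutral control wells; inactive = the rest, any valid replicate at or below 250%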;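 note: OY570 slx delta 5 strain wells were the positive control but not used for scaling; some compounds called inactive have numbers as strong as hits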
PKA-R1A activ: activators of PKA-R1A complex | PKA-R1A dissociation, Cy5-IP20 fluorescence polarization; scaled: DMSO 0%, 113 µM cGMP 100% | activation, % at 11.4 µM | 340,000 tested, 0.083% active | AID 504707;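 active = percent activation above the mean of all tested compounds plus 3 SD, cut at about 19% in these data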;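 note: higher means more PKAc released from R1A so a rise in polarization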
HTR5A inv ag: counter-screen for OPRM1-OPRD1 inverse agonists: human HTR5A inverse agonism; HTR5A cell line, luminescence; inhibition, % at 9.3 µM; 340,000 tested, 0.083% active; AID 504634; in the data active = inhibition mostly above about 23%, no sharp cut-off; inactive = mostly below about 18%;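 note: 0% = cells with DMSO and 100% = no-cell wells with DMSO; some compounds called inactive have numbers as strong as hits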
PKA-R2B activ: PKA-R2B complex activation; P22694+P31323; PKA-R2B holoenzyme dissociation, Cy5-IP20 fluorescence polarization; R2B truncated from residue 108, S112A mutant; 0% DMSO only, 100% 113 µM cGMP; activation, % at 11.4 µM; 340,000 tested, 0.079% active; AID 504700;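 active = activation above a cutoff set at the mean over all compounds plus 3 SD, cut at about 18% in these data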;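 note: higher means more holoenzyme dissociation and a rise in polarization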
Target sequence (P31323 whole entry, looked up, other chains not shown, the tested form may be a part): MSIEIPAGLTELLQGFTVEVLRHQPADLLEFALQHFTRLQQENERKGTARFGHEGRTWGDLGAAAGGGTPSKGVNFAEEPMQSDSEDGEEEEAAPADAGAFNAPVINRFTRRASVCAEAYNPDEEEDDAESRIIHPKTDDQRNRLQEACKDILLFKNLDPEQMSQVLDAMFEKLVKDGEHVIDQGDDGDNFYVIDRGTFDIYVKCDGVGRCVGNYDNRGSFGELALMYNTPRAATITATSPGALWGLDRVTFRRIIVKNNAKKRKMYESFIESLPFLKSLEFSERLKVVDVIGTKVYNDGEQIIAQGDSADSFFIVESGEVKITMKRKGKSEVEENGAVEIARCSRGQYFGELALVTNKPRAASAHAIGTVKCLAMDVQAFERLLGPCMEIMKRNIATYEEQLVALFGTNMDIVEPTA
* hit, by the source's call; . = no result given. Compounds were not picked by outcome. About 2.3% of those tested had a hit in this group.

The line under a structure holds: DAGLB inh	CDK5 inh	Ecoli viability	AddAB inh	phage Ecoli inh	HTR5A ag	Tat transport	Mot1-301 SUMO	PKA-R1A activ	HTR5A inv ag	PKA-R2B activ
> CN(C)C1=NC[C@H](Cc2ccccc2)N1CCCC1CCCCC1
→ -1	-2.2	1.7	2.9	2.9	9	3	-14	-1	-5	-15
> CCC(=O)Nc1cccc(NC(=O)CSc2nnc(C(C)C)n2CC)c1
→ 1	0.7	1.1	0.3	2.7	-2	7	-3	-11	-17	8
> CC(C)(C)C(=O)Nc1cccc(-c2ncon2)c1
→ 1	-0.5	0.3	2.7	1.5	-1	-2	1	-2	3	-4
> CCCCC(=O)Nc1ccc(N2CCN(C(=O)c3ccco3)CC2)cc1
→ -4	-2.6	-1.1	3.1	0.9	0	-8	-5	12	6	-7
> Cc1ccc(-n2nc(C)c(C(C)(O)C(F)(F)F)c2N)cc1 (stereo not drawn)
→ -4	-1.4	1.6	1.6	2.7	-3	2	7	6	8	-5
> COc1ccc2[nH]c(=O)c(CN(C(C)=O)c3ccc(C)cc3C)cc2c1
→ -1	0.2	1.1	1.2	-0.6	3	5	-16	-13	-11	-4
> CCN(CC)C(=O)Cc1ccccc1
→ 0	-0.7	1.8	1.8	-0.6	6	-4	199	-4	8	0
> O=C(CN1CCc2cc3c(cc2C1)OCCCO3)Nc1cccc([N+](=O)[O-])c1
→ -2	1.4	-0.8	3.0	1.3	4	3	-10	-1	-4	-6
> CCOC(=O)CSc1nc2ccccc2n1C(=O)OCC
→ 0	-0.3	-2.1	0.7	1.3	-7	5	-1	1	21	7
> Cc1ccc(-c2noc(CNCCCN(C)C)n2)cc1
→ 2	-1.7	-2.3	-1.8	-1.2	5	-3	-10	-3	-7	9
> CC[C@]12C(=O)N(C)C[C@H]([C@@H]3C(=O)N(Cc4ccccc4)C(=O)[C@@H]31)N2C(=O)c1ccc(C(C)(C)C)cc1
→ -1	-0.1	.	.	1.3	7	-5	.	1	-6	-15
> CSc1nc2ccccc2n1CC(=O)Nc1ccccc1
→ 0	-1.8	0.2	-2.4	1.9	.	1	10	-10	.	-6
> O=C(CCC(=O)N1CCSc2ccccc21)NCc1cccc(Cl)c1
→ -7	-1.1	0.2	4.3	2.3	-1	-8	-1	-6	4	3
> N/C(=N\OC(=O)CCc1ccccc1)c1ccccc1Cl
→ -9	-0.9	0.7	1.0	4.1	1	-4	-1	-12	21	-12
> CCOP(=O)(OCC)C(Nc1cccc(C)c1)c1ccc(F)cc1 (stereo not drawn)
→ 0	2.6	-2.4	1.1	4.5	3	1	-22	-1	1	-11
> COc1ccc(-c2n[nH]c(=S)n2N)c(OC)c1
→ -1	1.7	0.9	-1.7	4.0	1	-6	114	-8	-2	2
> Cc1noc(/C=C/N(C)C)c1S(=O)(=O)N1CCCC(C(=O)NCCC2=CCCCC2)C1 (stereo not drawn)
→ 8	1.4	0.3	1.0	1.6	1	8	72	-8	7	-1
> CCc1ccc(N=CC2=C(O)CC(c3ccco3)CC2=O)cc1 (stereo not drawn)
→ -2	1.0	-1.7	2.1	1.2	6	-9	-17	-3	-10	3
> Cn1c(=O)c(=O)n(C)c2cc(N3CCOCC3)c(NS(=O)(=O)c3ccc(F)c(Cl)c3)cc21
→ -1	1.0	-0.3	2.7	-2.2	3	2	-13	8	-1	1
> Cc1cccc(-n2c(C)nc3ccsc3c2=O)c1
→ -2	0.6	5.2	3.1	2.9	2	0	-3	9	-5	-4
> Oc1ccc(-c2cnc(-c3ccc(O)cc3)nc2)cc1
→ 2	.	0.1	4.1	0.1	-1	-2	-19	3	3	-3
> CC[C@@]12C(=O)N(c3cccc(F)c3)C(=O)N1[C@H](c1cccc(C)c1)[C@@H]1C(=O)N(Cc3ccccc3)C(=O)[C@@H]12
→ 0	-1.7	0.5	3.8	2.5	9	-2	-23	-4	-24	-9
> Cc1cc(NC(CC(C)C)C(=O)O)nc(Cc2ccccc2)n1 (stereo not drawn)
→ -2	-2.2	0.3	3.2	3.4	-1	1	-9	-3	1	-6
> Cc1nn(CC(=O)NCCCN2CCC(N3CCCCC3)CC2)c(=O)c2cc(-c3ccccc3)nn12
→ 3	0.9	-3.6	-0.3	0.9	0	8	11	-7	5	-4
> O=C1c2ccncc2C(=O)N1CO
→ 1	1.1	-0.7	1.6	2.4	1	-1	12	-8	-2	-7
> O=P1(O)C=C(c2ccccc2)NC(c2ccccc2)=C1
→ 2	0.3	3.4	3.9	2.6	4	2	-26	3	1	3
> O=C(O)CCCC(=O)Nc1cccc(C(F)(F)F)c1
→ -2	-0.5	0.8	0.5	-0.5	2	-15	-7	-16	-31	-3
> CSc1ccccc1NC(=O)CN(C)C(=O)c1ccc(NC(=O)c2cccs2)cc1
→ 1	0.2	-0.9	0.4	0.6	-5	-5	25	-10	14	0
> Cc1ccc(C)c(N2CCN(C(c3ccc(N(C)C)cc3)c3nnnn3C(C)(C)C)CC2)c1 (stereo not drawn)
→ -2	0.7	1.1	-0.5	1.8	-1	0	148	-11	-10	12
> CN1CCN(c2ccccc2NC(=O)c2cc(Br)ccc2Cl)CC1
→ 0	-0.1	2.5	-1.4	0.7	-2	-4	5	-9	-14	-16
> CCOC(=O)CNC(=O)Cn1cnc2c(cnn2-c2ccc(C)cc2)c1=O
→ -4	-0.5	3.5	3.9	0.8	2	5	-5	4	-6	-2
> CCCCC(CC)C1OCC(CN2CCCC2)O1 (stereo not drawn)
→ 0	-1.3	-1.9	-0.2	1.9	0	8	284	-1	1	-6
> Cc1ccc(S(=O)(=O)N2CCOCC2)cc1NC(=O)COC(=O)C1=COCCO1
→ 3	-0.5	0.3	0.2	6.3	-2	-2	-8	2	6	-1
> CCOC(=O)c1c(C)[nH]c(C(=O)OCc2ccc(C)cc2)c1C
→ -6	-2.1	0.4	-0.2	-0.9	4	0	2	2	-9	6
> CC(C)c1ccc(Nc2ncccc2C#N)cc1
→ -1	0.6	1.7	0.0	2.4	1	-13	.	2	-8	6
> C#CCOCCOCCOCCNc1nc(N2CCN(C(=O)[C@H]([C@@H](C)CC)n3cc([C@@H](N)CO)nn3)CC2)nc(N2CCN(C(=O)[C@H](CCCCN)n3cc([C@@H](N)CO)nn3)CC2)n1
→ -3	-0.3	-3.0	-0.2	1.0	1	2	-12	-5	4	-15
> Cn1c(=O)c2c(nc(CN3CCC(C(N)=O)CC3)n2CCc2ccccc2)n(C)c1=O
→ -3	-2.1	-0.5	0.2	1.0	-4	1	-10	4	9	0
> CCc1cccc(NC(=O)CCC(=O)O)c1
→ 1	-4.0	0.4	4.6	2.2	5	2	-12	7	3	2
> CCCOc1cc(C)c(S(=O)(=O)n2nnc3ccccc32)cc1C
→ 0	1.0	0.3	2.3	2.8	0	-6	25	-3	4	7
> O=C(O)CCCC(=O)Nc1cc([N+](=O)[O-])ccc1O
→ -2	-2.2	-0.8	-1.2	4.3	-1	-2	.	-3	2	-11
> CC(NC(=O)c1ccccc1)C(=O)NNC(=O)c1ccccc1Cl (stereo not drawn)
→ 1	1.7	1.2	0.4	1.5	2	-2	-9	0	-6	-1
> Cc1ccc(C(=O)N/N=C/c2ccc3c(c2)OCO3)o1
→ -3	1.5	-1.1	-2.5	4.6	2	4	-7	-6	-10	3
> Cc1ccc(-c2csc3ncnc(N4CCN(C(=O)c5ccco5)CC4)c23)cc1
→ -1	0.5	-0.9	-0.1	-1.1	0	16	36	3	-1	-2
> COc1cccc(/C=N/NC(=O)c2ccc(=O)[nH]n2)c1O
→ 2	-1.4	0.7	-2.0	-1.0	1	-4	22	2	5	2
> Cc1onc(-c2ccc(Cl)cc2)c1-c1ccnn1S(=O)(=O)c1ccc(Cl)cc1
→ .	1.2	2.2	1.1	2.5	.	1	-9	.	.	.
> COc1ccc(N2CCN(C(=O)COC(=O)Cc3c(F)cccc3Cl)CC2)cc1
→ 1	-2.5	-0.8	-2.1	3.8	-3	5	2	-2	10	-8
> c1ccc(-c2onc3c2CCCC3)cc1
→ -3	-0.3	-0.5	2.2	1.9	6	-1	.	-1	-1	-2
> Cc1nc2nc(SCC(=O)c3cccc([N+](=O)[O-])c3)[nH]c2cc1Br
→ 2	1.0	-1.4	1.9	2.0	1	8	-24	-4	-8	-13
> CCC1CCCCN1CCCNC(=O)COc1cc(=O)n(C)c2ccccc12 (stereo not drawn)
→ 3	0.6	4.8	0.0	-1.2	6	14	410	10	-9	1
> CCCc1cc(=O)oc2cc(C)cc(OC(C)C(=O)NCCCn3ccnc3)c12 (stereo not drawn)
→ -2	-5.2	2.0	0.3	3.8	-1	-1	-22	-5	13	-1
> CC1(C)SC2c3ccccc3C(=O)N2[C@@H]1C(=O)NCc1ccco1 (stereo partly drawn)
→ 1	-0.2	-0.4	1.6	0.4	-3	-14	8	-14	9	8
> COC(=O)c1ccccc1NC(=O)C1CCCCC1C(=O)O (stereo not drawn)
→ 0	-0.3	-1.0	0.2	-0.7	2	1	-17	-8	-6	-8
> N#CC(C(=O)NCc1ccco1)c1nc2ccccc2nc1N1CCOCC1 (stereo not drawn)
→ 2	-1.0	-2.8	-4.1	-0.5	-5	-1	-13	2	9	5
> NC(=O)C1Cc2ccccc2CN1S(=O)(=O)c1ccc(Cl)s1 (stereo not drawn)
→ -3	-0.3	-1.5	2.8	0.4	-1	-9	-5	4	2	-4
> CCC(=O)OCCn1c(=O)c2cc3c(=O)n(CCOC(=O)CC)c(=O)c3cc2c1=O
→ 3	-0.2	0.2	0.5	-0.2	1	1	0	-1	-4	5
> CCCC(c1nnnn1CS(=O)(=O)c1ccc(C)cc1)N1CCN(CC)CC1 (stereo not drawn)
→ .	1.2	1.3	5.8	3.2	.	-3	-1	.	.	.
> Cc1ccc(Oc2ccc(OCC(=O)NC3CCS(=O)(=O)C3)cc2)cc1 (stereo not drawn)
→ -1	0.2	-1.1	3.0	1.7	6	4	67	4	-11	-5
> Cc1cccc(CN2C(=O)c3ccccc3Sc3ccc(C(=O)NCCCN4CCOCC4)cc32)c1
→ -1	0.1	0.3	2.3	-0.6	0	8	2	-8	0	-2
> Cc1ccc2nc(SCc3cn4cccnc4n3)[nH]c2c1
→ 0	1.1	1.4	3.2	7.0	-2	-4	5	-3	7	-8
> Cn1c(=O)[nH]c(=O)c2c1nc(N1CCN(c3ccccc3)CC1)n2CCSc1ncccn1
→ 5	0.2	-1.1	-1.1	3.0	2	1	-2	-17	-5	-2
> CCNC(=S)NNC(=O)c1nn(C)c(C)c1Cl
→ 1	0.2	-0.9	1.0	0.6	0	-3	.	9	12	10
> Cc1ccc(SCCC(=O)Nc2ccccc2Br)cc1
→ -27	1.4	1.4	2.7	2.5	-1	-2	21	-7	-6	-12
> O=C(O)COc1ccccc1/C=N/NC(=O)c1cc2ccccc2cc1O
→ -1	-3.5	1.3	3.1	0.3	5	4	-21	-19	21	1
